High-throughput results (PubChem BioAssay)
Mdm2-MdmX inh: human Mdm2/MdmX binding inhibition. O15151+Q00987. SaOS-2 split-luciferase Mdm2/MdmX complementation, luminescence. inhibition, % at 8 µM. 3% of 330,000 active. AID 485346;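 active = inhibition of at least 50% at 8 µM in the primary screen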
APJ ag: activates the human apelin receptor APJ; P35414; CHO-K1 APJ PathHunter beta-arrestin, luminescence; 0% DMSO wells, 100% apelin; activation, % at 20 µM; 0.11% of 330,000 active;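 active = activation more than six SD over the plate average, tested at 20 µM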;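 also: 0% = DMSO alone and 100% = apelin-13 at 10 nM; some results filed as inactive read as strong as hits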
Target sequence (P35414 whole entry, looked up): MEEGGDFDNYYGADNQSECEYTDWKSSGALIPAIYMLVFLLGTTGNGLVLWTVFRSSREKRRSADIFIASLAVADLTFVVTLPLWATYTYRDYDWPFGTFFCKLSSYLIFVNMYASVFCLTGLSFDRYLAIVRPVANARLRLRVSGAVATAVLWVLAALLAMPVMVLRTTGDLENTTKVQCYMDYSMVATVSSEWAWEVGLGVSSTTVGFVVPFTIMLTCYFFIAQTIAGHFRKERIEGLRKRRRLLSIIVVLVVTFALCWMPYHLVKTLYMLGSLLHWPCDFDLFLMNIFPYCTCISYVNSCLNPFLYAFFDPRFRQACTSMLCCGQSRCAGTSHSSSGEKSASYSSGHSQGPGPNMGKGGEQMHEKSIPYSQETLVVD
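Material: engineered CHO-K1 APJ arrestin reporter cells; amount: 1000 CHO-K1 reporter cells seeded per well; incubation: compound stimulation 90 min at 25 °C, detection 60 min; signal: luminescent beta-gal fragment complementation, chemiluminescent substrate; read-out basis: APJ agonist activity; controls: DMSO-only wells as negative, 10 nM Apelin-13 as positive control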
CHOP UPR activ: apoptotic UPR (CHOP) activation; 0.34% of 330,000 active; CHO-CHOP luciferase reporter, luminescence; percent of tunicamycin response over DMSO baseline; activation, % at 10 µM;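 active = at 10 µM dose, activation of 40% or more, normalized to positive control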;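 also: 100% = tunicamycin at 10 µg/mL and 0% = DMSO alone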
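Dosing – one dose, 10 µM in 0.5% DMSO · System – CHO-CHOP cells, stable luciferase reporter of PERK-eIF2a-CHOP signalling · Input – 500 cells/well · Control set – tunicamycin 10 µg/mL final as positive, DMSO-only wells as negative · Timing – 6 h compound treatment, 37 °C · Measure – % activation vs tunicamycin · Technique – luminescence read with Steady-Glo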
CXCR6 block: blocks human CXCR6 beta-arrestin recruitment; O00574; CHO-K1 PathHunter CXCR6 beta-arrestin, luminescence; inhibition, % at 20 µM; 0.36% of 360,000 active; AID 602244; in the data active = inhibition above about 34%, passing the limit was not always enough;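 also: antagonist mode with CXCL16 agonist at 10 nM final; 0% = 10 nM CXCL16 with DMSO and 100% = unstimulated wells without agonist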
Target sequence (O00574 whole entry, looked up): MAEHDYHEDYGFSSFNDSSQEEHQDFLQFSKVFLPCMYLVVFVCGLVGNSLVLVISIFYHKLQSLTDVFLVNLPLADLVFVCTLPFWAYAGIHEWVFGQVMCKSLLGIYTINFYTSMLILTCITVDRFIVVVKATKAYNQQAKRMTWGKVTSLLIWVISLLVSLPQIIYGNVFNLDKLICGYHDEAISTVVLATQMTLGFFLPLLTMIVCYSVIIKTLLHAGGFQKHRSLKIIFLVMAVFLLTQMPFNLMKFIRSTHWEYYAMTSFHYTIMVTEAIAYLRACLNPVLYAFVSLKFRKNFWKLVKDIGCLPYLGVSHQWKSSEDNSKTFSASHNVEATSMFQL
UPR XBP1 act: activators of adaptive arm of unfolded protein response (XBP1); 0.33% of 330,000 active; activation, % at 20 µM; AID 463104; CHO-XBP1 luciferase reporter, IRE1-XBP1 UPR activation, luminescence; percent of tunicamycin response, DMSO as zero;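 active = versus positive control, 20 µM dose yields 30% or more activation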;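 also: 100% = tunicamycin at 10 µg/mL and 0% = DMSO only wells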
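Assay system: IRE1-XBP1 luciferase reporter CHO line. Input: 1000 cells/well. Buffer or medium: F12 with 10% serum. Doses: 20 µM, 1% DMSO. Times: overnight seeding at 37 °C, 6 h compound treatment at 37 °C. Technique: Steady-Glo luciferase glow luminescence, 10 min after reagent addition.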
tim23-1 inh: inhibits growth of tim23-1 mutant yeast. S. cerevisiae tim23-1 growth, BacTiter-Glo luminescence, 24 h. inhibition, % at 20 µM. 1.3% of 330,000 active;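 active = growth inhibition of the mutant yeast at or above 50%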;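 also: temperature-sensitive mutant grown at 25 °C; plate controls were DMSO-treated mutant yeast for no effect and medium wells lacking yeast for full effect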
tim10-1 inh: tim10-1 yeast growth inhibition | inhibition, % at 20 µM | AID 463190 | 2.2% of 330,000 active | S. cerevisiae tim10-1 ts strain growth, BacTiter-Glo, 24 h;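 active = inhibition of at least 40%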;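 also: mutant grown at 25 °C; 0% = DMSO wells with yeast and 100% = wells holding no yeast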
TIM10 inh: growth inhibitors of TIM10 yeast strain. S. cerevisiae TIM10 strain growth, BacTiter-Glo luminescence, 24 h. inhibition, % at 10 µM. 1.4% of 330,000 active. AID 463195;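 active = inhibition of 40% or more at the single tested concentration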;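 also: wild-type TIM10 isogenic control strain grown at permissive 25 °C; 0% = DMSO yeast wells and 100% = minimal medium wells without yeast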
APJ antag: APJ receptor antagonism; P35414; CHO-K1 APJ beta-arrestin complementation, luminescence; inhibition, % at 20 µM; 0.32% of 330,000 active; AID 2521;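 active = inhibition above about 40% at 20 µM, limit read from the data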;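 also: cells challenged with 10 nM apelin-13 agonist together with compound; plate controls were apelin-13 plus DMSO wells for no effect and DMSO wells lacking apelin-13 for full effect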
* = called active by the depositor.

The line under a structure holds: APJ antag, tim10-1 inh, Mdm2-MdmX inh, TIM10 inh, UPR XBP1 act, CXCR6 block, CHOP UPR activ, APJ ag, tim23-1 inh
- CC(Sc1nnc(-c2cccs2)n1-c1ccccc1)C(=O)NCc1ccc2c(c1)OCO2 (stereo not drawn)
    5, 16, 7, 0, -2, -9, 0.4, -1, 10
- O=C(C1CCCN1S(=O)(=O)c1cccc2cccnc12)N1CCn2c1nc1ccccc12 (stereo not drawn)
    13, 2, 23, -1, -2, 4, 1.3, -2, 6
- COc1ccc(NC(=S)N(Cc2cccnc2)Cc2ccco2)cc1
    -4, 18, -17, -21, 3, 1, -0.2, 0, 17
- CCCN(C1CCS(=O)(=O)C1)S(=O)(=O)c1cc(OC)ccc1OC (stereo not drawn)
    -11, 18, -10, 13, -3, 15, 0.2, 1, 17
- O=C(CCN1C(=O)c2ccccc2C1=O)N1CCN(c2ccccc2)CC1
    20, 12, -19, -1, -3, -13, -1.4, -4, 19
- CCOC(=O)c1c(NC(=O)Cn2cnc([N+](=O)[O-])n2)sc2c1CCC(C)C2 (stereo not drawn)
    -11, 17, 7, 32, 1, -7, -3.3, 3, -26
- CN(C)CCCN(C(=O)c1ccc(S(=O)(=O)N2CCc3ccccc3C2)cc1)c1nc2c(F)cc(F)cc2s1
    28, 42*, 31, 14, 0, 16, 3.4, -6, 23
- CCOc1ccc2nc(Nc3nc4ccc(NC(C)=O)cc4s3)sc2c1
    3, 26, 37, 10, 4, 4, 2.7, -3, 24
- O=C(CN(c1ccccc1)S(=O)(=O)c1ccccc1[N+](=O)[O-])Nc1cccnc1
    -1, -2, -15, 11, 1, 5, -0.4, -3, 4
- NC(=O)CN1CCOCCOCCOCCOCCOCC1
    -20, 10, -16, -3, 0, -2, -0.3, -3, 5
- O=C(COC(=O)c1cnccn1)N=c1sccn1Cc1ccccc1Cl
    -18, -16, 16, -25, 0, 10, -0.4, -7, -22
- COc1ccc2nc(NC(=O)c3cccc(OCc4c(C)noc4C)c3)sc2c1
    1, 12, 40, 15, 9, -2, 2.3, -3, -9
- CCOc1ccccc1NC(=O)c1cccc(S(=O)(=O)N(Cc2ccccc2)c2ccccc2OC)c1
    3, 14, 46, 17, -2, 6, 0.6, -3, 14
- C=CCNc1nc(C(=O)OCC(=O)Nc2c(Cl)cccc2C(F)(F)F)cs1
    10, 2, -3, 1, 1, -6, -0.1, -4, 1
- COc1cccc(Cn2c(=O)c3[nH]cnc3n(-c3ccccc3C)c2=O)c1
    7, 9, -37, 15, 11, 2, 2.1, -3, 11
- COc1ccc(NC(=O)COc2cccc3c2OC(C)(C)C3)c(OC)c1
    28, 17, 3, 0, -4, 1, 1.6, -1, 17
- O=C(/C=C\c1ccccc1OC(=O)c1ccccc1F)c1cc2ccccc2o1
    34, 55*, -17, 48*, 12, 16, 55*, 2, 59*
- COc1cc2[nH]c(=S)n(C3CCN(Cc4ccccc4)CC3)c(=O)c2cc1OC
    10, 12, 16, -4, -2, 11, -0.1, -1, 17
- Cc1ccc(OCC(=O)OC(C)C(=O)NC2CCCCC2C)cc1C (stereo not drawn)
    8, 6, 12, 0, -1, -9, -1.8, 0, 12
- Nc1nc2ccccc2nc1N1CCCC1
    13, -4, -14, 6, 1, 2, 1.7, -5, -6
- Nc1ccc2c(c1)C(=O)N(CCCC(=O)O)C2=O
    24, -4, 10, -1, 2, 2, 0.4, -2, -5
- Cc1cccc(Nc2nc(N3CCCCC3)nc(N3CCCCC3)n2)c1
    11, 17, 5, 2, -2, -3, 0.1, 0, 8
- Cc1noc(C)c1Cc1ccc(O)cc1
    13, 6, 0, 6, 0, -3, 0.9, -19, -3
- COc1ccc(NC(=O)c2ccc(Cc3ccc(C)cc3)o2)cc1
    -18, 29, 8, 33, 1, -2, 2.7, -4, 37
- COc1ccc(CCN(C)Cc2nc(Cc3ccc(OC)c(OC)c3)no2)cc1OC
    -17, 11, 1, 29, -2, 4, 0.7, -1, 26
- O=C(Nc1cccc(NC(=O)c2ccccc2Cl)c1)c1ccco1
    -4, -6, 21, 8, -4, -6, -1.8, 4, 26
- C=CCn1c(SCC(=O)Nc2cccc(S(N)(=O)=O)c2)nc2sc(C)c(C)c2c1=O
    -13, 0, 20, 10, 0, -1, 0.1, 10, 9
- COc1ccc(S(=O)(=O)NC2CCCC2)c(Cl)c1Cl
    0, 34, 29, 27, -5, 0, -0.2, -5, 33
- COc1ccc(NC(=S)NC(C)C(c2ccccc2)N2CCOCC2)cc1 (stereo not drawn)
    -1, 18, -3, -2, -1, 7, 0.1, 1, 22
- Cc1cccc(C(=O)N2CCN(Cc3ccc4c(c3)OCO4)CC2)c1
    6, 0, 17, -8, 0, -10, 3.2, 0, 18
- O=C(Nc1nncs1)C1CC(=O)N(C2CCCC2)C1 (stereo not drawn)
    -8, 3, 23, 1, -3, -1, -1.1, -1, 11
- Cc1ccc(OCC(=O)Nc2ccc(C)c(S(=O)(=O)N3CCCCCC3)c2)c([N+](=O)[O-])n1
    7, 31, 18, 16, -1, -2, -1.1, 1, 15
- C#CCOCCOCCOCCNc1nc(N2CCOCC2)nc(N2CCN(C(=O)[C@H](CCCCN)n3cc([C@@H](N)CO)nn3)CC2)n1
    -83, 7, 9, 4, -2, -2, -1.1, -6, -6
- O=c1[nH]c(-c2cccs2)nc2ccccc12
    7, 14, -10, 19, -1, -5, 1.3, -2, 18
- CC(C)C[C@H](NC(=O)C1(c2ccccc2)CCN(C(=O)OC(C)(C)C)CC1)C(=O)N1CCC[C@H]1C(=O)O
    -2, 3, 0, 15, -5, 2, 1.5, -6, 8
- Cc1sc(NC(=O)c2ccco2)c(CN2CCN(Cc3ccccc3)CC2)c1C
    16, 37, 19, 17, -2, -4, 0.4, 1, 33
- COc1ccc(CN(CCCN2CCOCC2)C(=O)Nc2cccc(Cl)c2)cc1OC
    18, 12, -13, 4, 0, 8, -2.9, -5, 5
- Cc1cccc(NC(=O)CCCNC(=O)c2ccc(Cl)cc2)n1
    -1, -4, 13, -11, -2, -2, -1.5, -5, 1
- O=C(CCCN1C(=O)/C(=C/c2cccc(Br)c2)SC1=S)NCCCN1CCOCC1
    -8, 29, 41, 28, 1, 0, 2.5, 4, 39
- Cc1ccc(S(=O)(=O)N(CC(O)CN(C)C)c2ccccc2)cc1 (stereo not drawn)
    -1, -1, -29, 12, -1, 0, 0.3, -2, 8

Some of these compounds in order of number of heavy atoms, highest first:
The line under a structure holds: APJ antag, tim10-1 inh, Mdm2-MdmX inh, TIM10 inh, UPR XBP1 act, CXCR6 block, CHOP UPR activ, APJ ag, tim23-1 inh
- CC(C)C[C@H](NC(=O)C1(c2ccccc2)CCN(C(=O)OC(C)(C)C)CC1)C(=O)N1CCC[C@H]1C(=O)O
    -2, 3, 0, 15, -5, 2, 1.5, -6, 8
- Cc1ccc(OCC(=O)Nc2ccc(C)c(S(=O)(=O)N3CCCCCC3)c2)c([N+](=O)[O-])n1
    7, 31, 18, 16, -1, -2, -1.1, 1, 15
- Cc1cccc(C(=O)N2CCN(Cc3ccc4c(c3)OCO4)CC2)c1
    6, 0, 17, -8, 0, -10, 3.2, 0, 18

The main list resumes, starting six compounds before the break.
The line under a structure holds: APJ antag, tim10-1 inh, Mdm2-MdmX inh, TIM10 inh, UPR XBP1 act, CXCR6 block, CHOP UPR activ, APJ ag, tim23-1 inh
- CC(C)C[C@H](NC(=O)C1(c2ccccc2)CCN(C(=O)OC(C)(C)C)CC1)C(=O)N1CCC[C@H]1C(=O)O
    -2, 3, 0, 15, -5, 2, 1.5, -6, 8
- Cc1sc(NC(=O)c2ccco2)c(CN2CCN(Cc3ccccc3)CC2)c1C
    16, 37, 19, 17, -2, -4, 0.4, 1, 33
- COc1ccc(CN(CCCN2CCOCC2)C(=O)Nc2cccc(Cl)c2)cc1OC
    18, 12, -13, 4, 0, 8, -2.9, -5, 5
- Cc1cccc(NC(=O)CCCNC(=O)c2ccc(Cl)cc2)n1
    -1, -4, 13, -11, -2, -2, -1.5, -5, 1
- O=C(CCCN1C(=O)/C(=C/c2cccc(Br)c2)SC1=S)NCCCN1CCOCC1
    -8, 29, 41, 28, 1, 0, 2.5, 4, 39
- Cc1ccc(S(=O)(=O)N(CC(O)CN(C)C)c2ccccc2)cc1 (stereo not drawn)
    -1, -1, -29, 12, -1, 0, 0.3, -2, 8
- Cc1ccc2c(Cl)cc(Cl)c(OCC(=O)OCC(=O)Nc3ccc(C#N)cc3)c2n1
    0, 13, -5, -2, 0, -4, -2.1, 0, 13
- O=C(NCc1cccc(Br)c1)C1CC(c2ccccc2[N+](=O)[O-])=NO1 (stereo not drawn)
    -7, 24, 6, 1, 0, 0, 0.0, -3, -3
- CSc1ccccc1C(=O)C1CCCN(C(=O)NC(C)C)C1 (stereo not drawn)
    -4, 7, -19, 11, -1, 2, 1.5, 5, 12
- COc1ccc(S(=O)(=O)N(CC(=O)N2CCN(C)CC2)c2ccc(C)cc2)cc1Br
    -1, -12, 6, 7, -5, 1, 1.7, -1, 5
- COc1ccccc1-c1nc(C(=O)NCC2CCCO2)cc2c1[nH]c1ccccc12 (stereo not drawn)
    8, 43*, 23, 22, -2, -6, -1.5, -3, 47
- O=C(c1cc2nc(-c3ccco3)cc(C(F)(F)F)n2n1)N1CCN(c2ccccn2)CC1
    -6, 10, 19, 2, -2, 1, -4.8, -1, 20
- Cc1ccc(S(=O)(=O)N(CC(O)CN2CCCCC2)c2cccc([N+](=O)[O-])c2)cc1 (stereo not drawn)
    15, -39, -2, -3, -2, -4, 3.7, -2, -45
- O=C(COc1ccc(Oc2ccccc2)cc1)NCc1cn2ccccc2n1
    -2, -1, 56*, 5, 15, 8, 0.9, -3, 20
- Cc1cc(C)cc(OCC(=O)Nc2ccc(S(=O)(=O)Nc3ccccn3)cc2)c1
    1, -3, -27, 15, -2, -7, -0.2, -2, 0
- CC(=O)c1c(C)[nH]c(C(=O)Nc2ccccn2)c1C
    25, -2, -19, -11, -8, -7, 1.1, -2, 2
- CCn1c(C)nc2cc(S(=O)(=O)N3CCCCC3)ccc21
    -3, 14, -4, -6, 0, 0, -2.4, -1, 12
- Cc1ccc(NC(=O)Cc2nc(CN(C)CC(=O)Nc3ccc(C)cc3)cs2)cc1
    -2, 13, 22, 10, 1, -5, 0.5, -5, 26
- CCOC(=O)C(NC(C)=O)(N1CCc2ccccc2C1)C(F)(F)F (stereo not drawn)
    -8, 3, -2, 2, -3, 1, -0.6, 2, 4
- O=c1cc2c(nn1Cc1ccc(F)cc1)-c1ccccc1CC2
    -8, -10, 33, 4, -1, 2, 2.1, -2, 24
- CCOC(=O)c1sc(Nc2nc3c(F)cccc3s2)cc1C
    -32, 0, -44, -12, 4, -3, 5.1, -2, -15
- O=C(c1ccco1)N1N=C(c2ccncc2)CC1(O)C(F)(F)F (stereo not drawn)
    -11, -11, 8, -10, -3, 0, 0.3, -3, -7
- CCCc1cc(-c2[nH]ncc2-c2ccc(C(=O)OCC)o2)c(O)cc1O
    -2, 7, 56*, 10, -4, 1, -0.3, 1, 3

Some of the compounds tested (hit frequency here may not be typical).
